C2C12 statin – suppressors of simvastatin-induced myotoxicity in C2C12 myotubes | ATP luminescence, 48 h; scaled: DMSO 0, geranylgeraniol control 100 | rescue of ATP level, % at 7.49 µM | hit rate 0.78% among 330,000 | AID 602340;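 active = mean ATP rescue above about 67%, or every replicate alone reaching that limit, limit read from the data, passing the limit was not always enough; inconclusive = no clear call, values can overlap the other calls; inactive = mean under the limit and some replicate under it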;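 also: myotubes were challenged with 10 µM simvastatin during compound exposure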
PGC1a acetyl inh – modulators of PGC1a acetylation; hit rate 0.17% among 350,000; inhibition, % at 15.6 µM; U2OS PGC1a acetylation, AlphaScreen anti-acetyl-lysine; with virally co-expressed GCN5 acetyltransferase;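 active = every replicate shows inhibition of at least 40%; inconclusive = mean inhibition at least 40% but some replicate below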;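 also: 0% = neutral control wells and 100% = positive control wells; some results beyond the cut were filed as inactive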
Cneo AK release – causes C. neoformans cell lysis; adenylate kinase release luminescence, 4 h; normalised: neutral wells 0, clomiphene wells 100; hit rate 0.2% among 360,000; lysis activity, % at 15 µM;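 active = mean lysis activity across replicates of at least 80%, whatever share of replicates individually reach that level; inactive = mean lysis activity below 80%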
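Schedule: static 4 h at 37 °C with compound, 1 h detection; system: C. neoformans cells; benchmarks: Clomiphene as positive control; buffer or medium: fresh YPD medium; measure: luminescence rise reflecting yeast cell lysis; measured by: luminescent adenylate kinase detection reagent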
PglD DTNB – inhibitors of Campylobacter jejuni PglD acetyltransferase | purified PglD enzyme, DTNB colorimetric CoA detection | inhibition, % at 12.5 µM | hit rate 0.098% among 360,000 | AID 602405; in the data active = inhibition above about 16%, passing the limit was not always enough; inconclusive = no clear call, values can overlap the other calls; also: strong numbers were not always called active
ARNT-TACC3 inh – disruptors of human ARNT/TACC3 interaction; inhibition, % at 9.99 µM; hit rate 0.66% among 390,000; AlphaScreen His-ARNT PAS-B/GST-TACC3 binding, luminescence; TACC3 fragment carries E629A point mutation; Q9Y6A5;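 active = mean inhibition of replicates at least 50% and at least half of replicates each reaching 50%; inconclusive = half or more replicates reach 50% but mean below 50%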;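 also: 0% = complete ARNT plus TACC3 wells and 100% = ARNT alone without TACC3; many hits fall short of the cut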
LGR2 inh – inhibitors of bursicon-induced Drosophila LGR2 receptor cAMP signaling; HEK293 LGR2, CRE-luciferase, bursicon-stimulated, 4 h; inhibition, % at 9.99 µM; hit rate 0.35% among 380,000;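 active = drop in luminescence signal, shown as inhibition above about 50% in the replicate tests, limit read from the data, passing the limit was not always enough; inconclusive = probably only some replicates passing the limit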;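 also: agonist challenge used bursicon conditioned medium at about half maximal strength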
INS-1E GSIS act – GLuc luminescence reporter in INS-1E cells, primary screen for activators of glucose-dependent secretion of insulin | INS-1E GLuc reporter insulin secretion, 2-3 h | activation, % at 16.6 µM | hit rate 0.61% among 370,000;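 active = lowest replicate activation of at least 40%, so every replicate reaches that level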;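 also: 0% = median of neutral control wells and 100% = median of IBMX positive control wells; some compounds called inactive have numbers as strong as hits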
PAX8 reporter – inhibitors of PAX8 transcriptional activity in RMG-I cells; AID 652154; RMG-I TPO-luciferase reporter, SteadyGlo, 24 h; hit rate 1.2% among 360,000; inhibition, % at 12.6 µM;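 active = mean replicate inhibition at least 60% with every replicate also reaching 60%; inconclusive = only one of the two criteria is met; inactive = mean below 60% and not all replicates reaching 60%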;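 also: luciferase light reporting Pax8 driven TPO promoter activity; plate controls were median of neutral control wells for no effect and mitoxantrone controls for full effect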
An asterisk follows results filed as active; & = joins results of further samples.

`COC(=O)[C@]1(CO)N=C(c2ccc(OCCCO)cc2)O[C@@H]1c1ccccc1CN=[N+]=[N-]` gave PGC1a acetyl inh 6, Cneo AK release -1, PglD DTNB -2 and ARNT-TACC3 inh -16.
CC=Cc1ccc2n(c1=O)C[C@@H]1[C@@H](CO)[C@H](C(=O)OC)N(C(C)=O)[C@H]21 (mixture of isomers) was read as C2C12 statin 0, Cneo AK release -3, PglD DTNB -1, ARNT-TACC3 inh 4, LGR2 inh -22 and INS-1E GSIS act 11.
O=C(O)C1CCCCC1C(=O)Nc1ccc2c(c1)CCC2 (stereo unspecified) was read as C2C12 statin -13, PGC1a acetyl inh 20, Cneo AK release 1, PglD DTNB -2 and ARNT-TACC3 inh -10.
For O=C(c1cccnc1)N1CC(=O)N2[C@H](CO)[C@@H](c3ccc(C#CCC4CCCC4)cc3)[C@@H]2C1 the results were PGC1a acetyl inh -14, LGR2 inh 11, INS-1E GSIS act 8 and PAX8 reporter 9.
`CCN(CC(O)COCc1ccc(Cl)cc1)C1CCCCC1` (stereo unspecified) gave ARNT-TACC3 inh -7, LGR2 inh 4, INS-1E GSIS act 27 and PAX8 reporter 11.
For O=C(NNC(=O)C1C2CCC(C2)C1C(=O)O)c1ccc(Cl)cc1 (stereo unspecified) the results were PGC1a acetyl inh 7, ARNT-TACC3 inh -3, LGR2 inh -2, INS-1E GSIS act -9 and PAX8 reporter -12.
For CCCN(CCC)S(=O)(=O)c1ccc(C(=O)Nc2ccc(OCC(=O)N3CCOCC3)cc2)cc1 the results were C2C12 statin -25, Cneo AK release 0, PglD DTNB -1, ARNT-TACC3 inh 3 and PAX8 reporter 38.
`Cc1ccc(C2CCN(C(=S)Nc3cccc(Cl)c3)C2)cc1` (stereo unspecified) gave C2C12 statin -10, PGC1a acetyl inh -7, Cneo AK release 1, PglD DTNB -6, ARNT-TACC3 inh 2, LGR2 inh -53, INS-1E GSIS act -14 and PAX8 reporter -31.
`COc1ccc(OCCOc2ccc(C)nc2[N+](=O)[O-])cc1` gave PGC1a acetyl inh 8, Cneo AK release 1, PglD DTNB -2, ARNT-TACC3 inh 0, LGR2 inh -44 and INS-1E GSIS act -6.
For C[C@@H]1CN([C@@H](C)CO)C(=O)c2cc(NC(=O)CCCCCC(=O)Nc3ccccc3N)ccc2O[C@H]1CN(C)Cc1ccc(C(F)(F)F)cc1 the results were PGC1a acetyl inh -10, LGR2 inh -14, INS-1E GSIS act 0 and PAX8 reporter inconclusive.
`C[C@@H]1CN([C@H](C)CO)C(=O)c2cc(-c3cccc(C#N)c3)cnc2O[C@H]1CN(C)C(=O)c1cnccn1` gave C2C12 statin 1, PGC1a acetyl inh 4, Cneo AK release -1, PglD DTNB 1, ARNT-TACC3 inh 15, LGR2 inh 9, INS-1E GSIS act 17 and PAX8 reporter -22.
Screening C=CCn1c(=S)[nH]c2ccccc2c1=O returned C2C12 statin -2, PGC1a acetyl inh -24, Cneo AK release 0, PglD DTNB -3 and ARNT-TACC3 inh -6.
For CCCCC(CCC(=O)O)(C(=O)OCC)c1csc(Nc2ccccc2)n1 (stereo unspecified) the results were C2C12 statin -2, PGC1a acetyl inh -19, Cneo AK release 2, PglD DTNB -4 and ARNT-TACC3 inh -3.
For Cc1csc(SC(C)C(=O)Nc2ccc(F)cc2Cl)n1 (stereo unspecified) the results were C2C12 statin 4, PGC1a acetyl inh 6, Cneo AK release 3, PglD DTNB 0, ARNT-TACC3 inh -5, LGR2 inh -17, INS-1E GSIS act -7 and PAX8 reporter -14.
`COCc1cn(CC[C@H]2CC[C@H](NC(=O)Nc3ccc(F)cc3)[C@H](CO)O2)nn1` gave C2C12 statin 1, PGC1a acetyl inh 6, Cneo AK release 15, PglD DTNB 0, ARNT-TACC3 inh -12, LGR2 inh 13, INS-1E GSIS act -6 and PAX8 reporter 0.
For O=C(Nc1cccc(-n2cnnn2)c1)c1ccccc1Br the results were C2C12 statin -1, Cneo AK release -1, PglD DTNB -2, ARNT-TACC3 inh -6, LGR2 inh 16, INS-1E GSIS act 9 and PAX8 reporter -9.
Screening COC(=O)c1cc(C#N)c(N2CCOCC2)nc1C returned C2C12 statin 11, PGC1a acetyl inh 4, Cneo AK release 0, PglD DTNB 4, ARNT-TACC3 inh -1, LGR2 inh 12, INS-1E GSIS act 13 and PAX8 reporter 46.
For O=[N+]([O-])c1ccccc1C=NNC(=S)NN=Cc1ccccc1[N+](=O)[O-] the results were C2C12 statin -8, PGC1a acetyl inh 14, Cneo AK release 2, PglD DTNB 0, ARNT-TACC3 inh 8, LGR2 inh -93, INS-1E GSIS act -7 and PAX8 reporter -83.
`COc1ccccc1CCNC(=O)C1CCC(=O)N(Cc2cccc(F)c2)C1` (stereo unspecified) gave C2C12 statin 4, PGC1a acetyl inh -7, Cneo AK release 1, PglD DTNB 1, ARNT-TACC3 inh -1, LGR2 inh -44, INS-1E GSIS act -5 and PAX8 reporter -102.
`CSc1ccc(CN2CCSCC2)cc1` gave C2C12 statin 2, PGC1a acetyl inh 3, Cneo AK release 1, PglD DTNB 2, ARNT-TACC3 inh -3, LGR2 inh 1, INS-1E GSIS act 1 and PAX8 reporter -7.
`CCN(c1ccccc1)S(=O)(=O)c1ccc(Cl)c(C(=O)NC2CCN(Cc3ccccc3)CC2)c1` gave C2C12 statin -15, PGC1a acetyl inh 11, Cneo AK release -2, PglD DTNB 3, ARNT-TACC3 inh 6, LGR2 inh 9, INS-1E GSIS act -42 and PAX8 reporter 22.
`COc1ccccc1CNC(=O)CCNC(=O)c1ccco1` gave C2C12 statin 0, Cneo AK release 1, PglD DTNB 5, ARNT-TACC3 inh 1, LGR2 inh 3, INS-1E GSIS act 0 and PAX8 reporter -4.
For O=C(C[C@H]1C=C[C@@H](NC(=O)NC2CCCCC2)[C@@H](CO)O1)NCc1ccc(Cl)cc1 the results were C2C12 statin 2, PGC1a acetyl inh 11, Cneo AK release 3, PglD DTNB 1, ARNT-TACC3 inh 2, LGR2 inh 9, INS-1E GSIS act -3 and PAX8 reporter 1.
For C[C@@H]1CN([C@@H](C)CO)C(=O)c2cccc(NS(=O)(=O)c3cccs3)c2O[C@H]1CN(C)Cc1ccc(C(=O)O)cc1 the results were C2C12 statin 8, PGC1a acetyl inh 10, Cneo AK release -1, PglD DTNB -3, ARNT-TACC3 inh -9, LGR2 inh 10 and INS-1E GSIS act 13.

Gathered by group: the compounds so far with a nitro group on carbon.
`COc1ccc(OCCOc2ccc(C)nc2[N+](=O)[O-])cc1` gave PGC1a acetyl inh 8, Cneo AK release 1, PglD DTNB -2, ARNT-TACC3 inh 0, LGR2 inh -44 and INS-1E GSIS act -6.
For O=[N+]([O-])c1ccccc1C=NNC(=S)NN=Cc1ccccc1[N+](=O)[O-] the results were C2C12 statin -8, PGC1a acetyl inh 14, Cneo AK release 2, PglD DTNB 0, ARNT-TACC3 inh 8, LGR2 inh -93, INS-1E GSIS act -7 and PAX8 reporter -83.

(list continues)
O=C(c1ccccc1F)N1C[C@H]2[C@@H](c3ccccc31)[C@H](CO)N2C(=O)c1ccc(F)cc1 was read as C2C12 statin -9, PGC1a acetyl inh 8, Cneo AK release 10, PglD DTNB 1, ARNT-TACC3 inh -6, LGR2 inh -9, INS-1E GSIS act 17 and PAX8 reporter -7.
Screening N/C(=N\OC(=O)Cc1ccc(Cl)cc1)c1ccccn1 returned C2C12 statin 9, PGC1a acetyl inh 2, Cneo AK release -1, PglD DTNB -4, ARNT-TACC3 inh 4, LGR2 inh -42 and INS-1E GSIS act -3.
For COc1cc(C(F)(F)F)ccc1C(=O)NCCc1ccco1 the results were C2C12 statin -4, PGC1a acetyl inh -3, Cneo AK release 0, PglD DTNB -6, ARNT-TACC3 inh -22, LGR2 inh -45, INS-1E GSIS act -5 and PAX8 reporter -79.
CC(C)(C)C(=O)NC(=S)N1CCc2ccccc21 was read as C2C12 statin 11, ARNT-TACC3 inh -1, LGR2 inh -11, INS-1E GSIS act 8 and PAX8 reporter 14.
For Cc1ccc(C(=O)C(C)OC(=O)C2=COCCO2)cc1C (stereo unspecified) the results were C2C12 statin 1, Cneo AK release -2, PglD DTNB -3 and ARNT-TACC3 inh -4.
Screening Cc1ccc(S(=O)(=O)N[C@@H]2C=C[C@H](CC(=O)NCc3ccccc3F)O[C@H]2CO)cc1 returned C2C12 statin -1, PGC1a acetyl inh 4, Cneo AK release -10, PglD DTNB -2, ARNT-TACC3 inh 16, LGR2 inh -11, INS-1E GSIS act 7 and PAX8 reporter -11.
Screening Cc1nn(-c2ccccc2)c2c1C(O)n1c(nc3ccccc31)S2 (stereo unspecified) returned C2C12 statin 0, PGC1a acetyl inh -6, Cneo AK release 1, PglD DTNB -3 and ARNT-TACC3 inh 5.
For COc1ccc(CN2[C@@H]3CN(C(=O)CC(F)(F)F)c4ccccc4[C@@H]3[C@@H]2CO)cc1 the results were C2C12 statin 9, PGC1a acetyl inh 2, Cneo AK release -2, PglD DTNB -1, ARNT-TACC3 inh -1, LGR2 inh 11, INS-1E GSIS act 16 and PAX8 reporter -6.
CO[C@@H]1CN(C)C(=O)c2ccc(NC(C)=O)cc2OC[C@H](C)NC[C@H]1C was read as C2C12 statin 17, PGC1a acetyl inh 15, Cneo AK release -5, PglD DTNB 3, ARNT-TACC3 inh 0, LGR2 inh -6 and INS-1E GSIS act 11.
`Cc1ccc(NC(=O)COc2cccc3ccc(C)nc23)c(Br)c1` gave C2C12 statin 5, PGC1a acetyl inh 6, Cneo AK release 0, PglD DTNB 0, ARNT-TACC3 inh -4, LGR2 inh 4, INS-1E GSIS act -6 and PAX8 reporter -5.
`COc1ccc(S(=O)(=O)N(C)C[C@H]2OCc3cnnn3CCCC(=O)N([C@H](C)CO)C[C@H]2C)cc1` gave C2C12 statin 3&-1&-19, PGC1a acetyl inh -6&7&-11, Cneo AK release -3&-3&9, PglD DTNB 1&-2&-2, ARNT-TACC3 inh 6&20, LGR2 inh -3&-12, INS-1E GSIS act 3&-1 and PAX8 reporter -15&7.
For COc1ccc(-c2nc(Cn3c(SCc4cccc(F)c4)nc4ccncc43)c(C)o2)cc1OC the results were C2C12 statin 1, PGC1a acetyl inh 3, Cneo AK release -1, PglD DTNB -5, LGR2 inh -24, INS-1E GSIS act -20 and PAX8 reporter -2.
`C[C@H](O)C#Cc1ccc2c(c1)O[C@@H](CN(C)C(=O)c1ccccc1)[C@H](C)CN([C@@H](C)CO)S2(=O)=O` gave C2C12 statin -6, PGC1a acetyl inh 0, Cneo AK release -2, PglD DTNB -3, ARNT-TACC3 inh -2, LGR2 inh -11 and INS-1E GSIS act 15.
`N#C[C@@H]1[C@@H](c2ccc(C#CC3CC3)cc2)[C@H](CO)N1S(=O)(=O)c1ccccc1` gave C2C12 statin -3, PGC1a acetyl inh -3, Cneo AK release 4, PglD DTNB 1, ARNT-TACC3 inh -10, LGR2 inh 4, INS-1E GSIS act -5 and PAX8 reporter 4.
Cc1cc(C(=O)Nc2ccc3c(c2)C(=O)N(C)[C@H]2CC[C@@H](CC(=O)NCc4ccc(-c5ccccc5)cc4)O[C@H]2CO3)no1 was read as C2C12 statin 45, Cneo AK release -5, PglD DTNB 1, ARNT-TACC3 inh -2, LGR2 inh 10, INS-1E GSIS act -18 and PAX8 reporter 91*.
For CC(C)On1c(SC(C)C)nc2ccccc2c1=O the results were C2C12 statin 6, Cneo AK release -1, PglD DTNB 5 and ARNT-TACC3 inh -5.

Source: PubChem BioAssay

Compounds as they come (roughly 2.9% active in at least one column).
